# Screening results: PubChem, National Center for Advancing Translational Sciences (NCATS)
# 12-LOX inh – blocks human arachidonate 12S-lipoxygenase | Potency, µM (highest dose often 108 µM), inactives show at the top dose activity change, negative = inhibition, most hits filed as inhibitors | actives 1.1% (n = 580,000) | P18054 | AID 1671190 | purified 12hLO, xylenol orange hydroperoxide absorbance; also: % is scaled to controls: 0 for no effect and ±100 for the full control effect
#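 Hydroperoxide product was detected by ferrous iron/xylenol orange as the 573 to 405 nm absorbance ratio. Arachidonic acid at 40 uM (final) was turned over for 30 min at room temperature by 150 nM human 12hLO, pH 7.0 Hepes buffer, after 15 min compound preincubation.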
# GLS inhibitor – glutaminase GLS (human) inhibition; GLS enzymatic activity, qHTS titration; actives 0.21% (n = 410,000); O94925; Potency, µM (doses to about 45.5 µM), for the others: top-dose activity change, negative = inhibition, actives largely listed as inhibitors; also: % is scaled to controls: 0 for no effect and ±100 for the full control effect
#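 hKGA in 45 mM KH2PO4 pH 8.2, 0.02% Tween-20 with pin-transferred compounds; 1 mM L-glutamine (stock) plus glutamate oxidase/HRP/Amplex Red coupling added. Fluorescence read initially and after 30 min at RT.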
# JMJD2A Tudor inh – inhibitors of human JMJD2A Tudor domain | O75164 | AlphaScreen JMJD2A-Tudor / H3K4me3 peptide binding | Potency, µM (series often up to 114 µM), inactives show at the top dose activity change, negative = inhibition, hits mostly inhibitors | actives 4.4% (n = 390,000) | AID 504339; also: % is scaled to controls: 0 for no effect and ±100 for the full control effect; nearly all actives have a fitted effect of over 50% in size
# ERG-DNA inh – blocks human ERG Ets domain binding to DNA | P11308 | fluorescence polarization, His-ERG Ets domain / labelled DNA | Potency, µM (doses to about 76.9 µM), without a hit: at the highest dose FP activity, negative = inhibition, hits mostly inhibitors | actives 0.028% (n = 370,000); active = well fitted inhibition curve with a large enough effect in the polarisation, with a control signal flat; inconclusive = small, poorly fitted or top-dose-only effect, or effect the other way, or a change in a side signal; inactive = no such curve, though single readings can be large or run the other way; the % refers to the polarisation;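 also: polarization taken with two DNA probes labelled with fluorescein and Texas red; % of control where 0% means no effect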
#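 His-tagged ERG Ets domain (1 uM in the protein solution; 300mM KCl, 50mM Tris-HCl, 1mM EDTA, 1mM DTT, pH 7.5) received compound, then a probe mix of 5 nM fluorescein-DNA and 100nM Texas-615-DNA. Fluorescence polarization was read for both dyes.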
# PGK inhibitor – blocks T. brucei phosphoglycerate kinase; P07378; PGK/GAPDH coupled, Kinase-Glo luminescence, 60 min; Potency, µM (highest dose often 57.5 µM), without a hit: top-dose activity change, negative = inhibition, hits mostly inhibitors; actives 0.043% (n = 380,000); AID 602233; also: % is scaled to controls: 0 for no effect and ±100 for the full control effect; nearly all actives have a fitted effect of over 60% in size
# Target sequence (P07378 whole entry, looked up): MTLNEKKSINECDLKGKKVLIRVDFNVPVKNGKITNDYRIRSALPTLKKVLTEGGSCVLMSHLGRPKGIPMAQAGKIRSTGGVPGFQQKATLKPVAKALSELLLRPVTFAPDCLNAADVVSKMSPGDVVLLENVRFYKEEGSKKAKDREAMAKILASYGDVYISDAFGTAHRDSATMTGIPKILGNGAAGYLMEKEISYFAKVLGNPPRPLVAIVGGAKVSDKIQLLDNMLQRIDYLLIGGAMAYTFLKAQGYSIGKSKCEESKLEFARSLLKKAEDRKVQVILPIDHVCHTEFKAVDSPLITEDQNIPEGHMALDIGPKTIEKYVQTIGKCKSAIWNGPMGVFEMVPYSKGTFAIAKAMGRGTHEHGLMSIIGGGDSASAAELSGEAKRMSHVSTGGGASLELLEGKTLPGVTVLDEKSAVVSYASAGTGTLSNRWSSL
#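 Luminescent ATP detection (Kinase-Glo Plus) follows a 60-minute room-temperature incubation, with wells lacking PGK as controls. Buffer: 100 mM TEA (pH 7.6), 5 mM MgCl2, 0.01% Tween-20. Coupling enzyme GAPDH (100 nM final) supplies unstable 1,3-BPG in-well.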
# HP1b binding inh – HP1-beta chromodomain-methylated histone interaction inhibition; AlphaScreen HP1-beta / biotin-H3K9me3 peptide binding; Potency, µM (titrated, usually from 114 µM), without a hit: at the highest dose activity change, negative = inhibition, actives largely listed as inhibitors; actives 0.56% (n = 390,000); AID 540317; also: nearly all actives have a fitted effect of over 70% in size; inactives centre near 23
# Target sequence (P83916 whole entry, looked up): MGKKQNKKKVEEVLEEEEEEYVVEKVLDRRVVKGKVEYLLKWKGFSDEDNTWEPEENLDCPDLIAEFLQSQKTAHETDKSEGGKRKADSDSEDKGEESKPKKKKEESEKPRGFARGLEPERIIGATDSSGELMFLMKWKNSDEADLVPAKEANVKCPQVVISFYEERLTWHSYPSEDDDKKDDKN
#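 AlphaScreen: HP1-beta (50 nM) preformed 30 min with biotin-H3(1-18)K9me3 peptide (50 nM) in PBS pH 7.4, 0.01% Tween-20. Compound added for 30 min at RT, then streptavidin donor/nickel chelate acceptor beads (10 ug/mL) for 30 min.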
# Pin1 inh – human Pin1 inhibition; Q13526; Pin1 FP peptide displacement, HiFluor488, 10 min; Potency, µM (doses to about 115 µM), without a hit: at the highest dose activity, negative = inhibition, actives largely listed as inhibitors; actives 0.009% (n = 390,000); AID 504891; active = well fitted inhibition curve with a large enough effect in the polarisation, with a control signal flat, not every such curve was filed as active; inconclusive = small, poorly fitted or top-dose-only effect, or effect the other way, or a change in a side signal; inactive = no such curve, though single readings can be large or run the other way; the % refers to the polarisation; also: % is scaled to controls: 0 for no effect and ±100 for the full control effect
# Target sequence (Q13526 whole entry, looked up): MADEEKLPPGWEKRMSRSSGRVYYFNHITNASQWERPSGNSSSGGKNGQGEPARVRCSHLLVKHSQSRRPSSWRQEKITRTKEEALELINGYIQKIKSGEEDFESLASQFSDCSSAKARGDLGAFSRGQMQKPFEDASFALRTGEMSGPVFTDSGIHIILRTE
# RGS4 inh – inhibitors of human regulator of G protein signaling 4; Transcreener GDP fluorescence polarization, RGS4-accelerated GTP hydrolysis; actives 0.039% (n = 390,000); P49798; Potency, µM (doses to about 114 µM), inactives show at the top dose activity change, negative = inhibition, most hits filed as inhibitors; AID 504845; also: % is scaled to controls: 0 for no effect and ±100 for the full control effect; nearly all actives have a fitted effect of over 75% in size; some results filed as inactive show a strong effect at the top dose
# Target sequence (P49798 whole entry, looked up): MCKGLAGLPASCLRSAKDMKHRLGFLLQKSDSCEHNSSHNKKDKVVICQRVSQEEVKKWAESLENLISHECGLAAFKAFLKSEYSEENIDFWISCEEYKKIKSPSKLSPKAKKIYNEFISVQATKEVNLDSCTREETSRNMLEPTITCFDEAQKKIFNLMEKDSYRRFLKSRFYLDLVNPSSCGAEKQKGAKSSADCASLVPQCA
#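 MLSMR compounds (23 nl, pin-transferred) preincubated 10 min at room temperature with a 500nM (2x) first reagent, then RGS4 at 900nM (2x) plus Transcreener GDP mix added; fluorescence polarization (620/688 nm) read before and after 90 min at 30 °C.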
# TrxR1 inh – inhibitors of rat thioredoxin reductase 1. O89049. recombinant rTrxR1, NADPH fluorescence consumption, selenite substrate. Potency, µM (titrated, usually from 114 µM), inactives show top-dose activity change, negative = inhibition, most hits filed as inhibitors. actives 1% (n = 390,000). AID 588453; also: % is scaled to controls: 0 for no effect and ±100 for the full control effect; nearly all actives have a fitted effect of over 65% in size
#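 Rat TrxR1 (90 nM in the dispensed reagent) was pre-reduced with 400 uM NADPH for 5 min at room temperature, then incubated with compound for 15 min. After 400 uM selenite was added, NADPH fluorescence (Ex 340/Em 450 nm) was followed for 8 min.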
# Starred values were filed as active, the others as inactive; i = inactive; ? = inconclusive; nt = not tested or not shown; & = joins results of further samples; [ ] = another dose, or the depositor's remark. Unless noted, calls follow the shape of the dose curve; as a rule, active = well fitted curve in the direction sought with a large enough effect; inconclusive = small, poorly fitted or top-dose-only effect, or another doubt; inactive = no such curve, though single readings can be large; an effect the other way counts as inactive or inconclusive. Potency is read from the fitted curve at half-maximal effect.
1) CC(=O)c1cccc(NC(=O)c2cc(S(=O)(=O)N3CCOCC3)cs2)c1
2) Cc1cnc(CN(C)Cc2c(C(=O)N3CCCCCCC3)nc3ccc(Cl)cn23)[nH]1
3) CCC(=O)N1CCc2cc(Br)cc(S(=O)(=O)N3CCN(c4ccc(C)cc4)C(C)C3)c21 (centres undefined)
4) O=C(CCc1nnc(-c2ccc3c(c2)OCO3)o1)N(Cc1ccncc1)CC1CCCO1 (centres undefined)
5) Brc1ccc(-c2csc(-c3ccncc3)n2)cc1
6) O=c1ccc(/C=C/c2ccccc2)nn1Cc1ccccc1Cl
7) COC(=O)CCC(C)N1CCC(Oc2ccc(C(=O)NCc3ccccn3)cc2)CC1 (centres undefined)
8) CCCc1cc(=O)oc2c(C)c(OCC(=O)N3CCC(C(=O)O)CC3)ccc12
compound no.	1	2	3	4	5	6	7	8
12-LOX inh	24%	1%	-13%	-13%	7%	0%	6%	-26%
ERG-DNA inh	-4%	-7%	2%	-1%	-5%	-14%	-3%	6%
RGS4 inh	1%	5%	-11%	9%	-1%	10%	-3%	-14%
JMJD2A Tudor inh	-12%	-23%	-9%	-1%	4%	66%[activator]	-22%	-10%
TrxR1 inh	5%	-14%	7%	14%	20%	3%	12%	0%
Pin1 inh	-6%	-5%	-17%	-1%	-1%	2%	-3%	-4%
GLS inhibitor	5%	6%	-1%	-2%	1%	-4%	0%	-7%
HP1b binding inh	11%	15%	32%	33%	28%	168%[activator]	35%	35%
PGK inhibitor	-4%	-8%	-12%	i	4%	-9%	1%	i

9) C=C1CCN(C(C(=O)OC)C(C)C)S(=O)(=O)c2ccccc21 (centres undefined)
10) COc1ccc(NC(=S)NC(=NS(=O)(=O)c2ccc(Cl)cc2)c2ccccc2)cc1
11) CC(C)c1ccc(NC2CCCN(C(=O)CCc3cnn(C)c3)C2)cc1 (centres undefined)
12) Cc1ccc(NC(=O)CSc2nnc(Cn3cnc4ccccc43)o2)cc1
13) CCN1CCN(c2ncc3c(n2)CCN(Cc2sccc2C)C3)CC1
14) Cc1cc(OCCn2cnc3ccccc3c2=O)ccc1[N+](=O)[O-]
15) CCCCn1c(N)c(N(CC(C)C)C(=O)C(C)SCc2nc3sc(C)c(C)c3c(=O)[nH]2)c(=O)[nH]c1=O (centres undefined)
16) Cc1cccc(C(=O)NNC(=O)c2c(O)c3ccccc3n(C)c2=O)c1
compound no.	9	10	11	12	13	14	15	16
12-LOX inh	-12%	32µM*	-2%	4%	?	0%	-15%	-2%
ERG-DNA inh	-1%	-5%	-10%	-7%	3%	3%	-2%	-4%
RGS4 inh	6%&-10%	-51%	5%	8%	4%	-28%	4%	-17%
JMJD2A Tudor inh	8%&-3%	-33%	-17%	-11%	?	0%	-10%	-1%
TrxR1 inh	-17%&0%	-76%[57.1 µM]	14%	15%	1%[57.1 µM]	16%	-3%[57.1 µM]	27%
Pin1 inh	7%&-11%	7%	-8%	4%	-1%	0%	25%	1%
GLS inhibitor	2%	17%	-2%	9%	4%	-1%	0%	15%
HP1b binding inh	23%&41%	?	25%	38%	21%	12%	29%	35%
PGK inhibitor	5%	-13%	1%	2%	-2%	-6%	9%	-7%

# Excerpt, entries 6 to 13
6) O=c1ccc(/C=C/c2ccccc2)nn1Cc1ccccc1Cl
7) COC(=O)CCC(C)N1CCC(Oc2ccc(C(=O)NCc3ccccn3)cc2)CC1 (centres undefined)
8) CCCc1cc(=O)oc2c(C)c(OCC(=O)N3CCC(C(=O)O)CC3)ccc12
9) C=C1CCN(C(C(=O)OC)C(C)C)S(=O)(=O)c2ccccc21 (centres undefined)
10) COc1ccc(NC(=S)NC(=NS(=O)(=O)c2ccc(Cl)cc2)c2ccccc2)cc1
11) CC(C)c1ccc(NC2CCCN(C(=O)CCc3cnn(C)c3)C2)cc1 (centres undefined)
12) Cc1ccc(NC(=O)CSc2nnc(Cn3cnc4ccccc43)o2)cc1
13) CCN1CCN(c2ncc3c(n2)CCN(Cc2sccc2C)C3)CC1
compound no.	6	7	8	9	10	11	12	13
12-LOX inh	0%	6%	-26%	-12%	32µM*	-2%	4%	?
ERG-DNA inh	-14%	-3%	6%	-1%	-5%	-10%	-7%	3%
RGS4 inh	10%	-3%	-14%	6%&-10%	-51%	5%	8%	4%
JMJD2A Tudor inh	66%[activator]	-22%	-10%	8%&-3%	-33%	-17%	-11%	?
TrxR1 inh	3%	12%	0%	-17%&0%	-76%[57.1 µM]	14%	15%	1%[57.1 µM]
Pin1 inh	2%	-3%	-4%	7%&-11%	7%	-8%	4%	-1%
GLS inhibitor	-4%	0%	-7%	2%	17%	-2%	9%	4%
HP1b binding inh	168%[activator]	35%	35%	23%&41%	?	25%	38%	21%
PGK inhibitor	-9%	1%	i	5%	-13%	1%	2%	-2%

# Later entries.
17) Cc1[nH][nH]c(=O)c1C=NCc1cccs1
18) S=C(NCc1cccnc1)Nc1ccc(Cl)c(Cl)c1
19) CCC1CCCCN1C(=O)C1CC(c2cc(Cl)c(OC)cc2OC)=NO1 (centres undefined)
20) C[C@H]1COC(=O)[C@@H](CC(=O)OC(C)(C)C)C/C=C\C[C@@H](CC(=O)N[C@H](CO)Cc2ccccc2)C(=O)N1
21) CCCOc1cc(C)c(Cl)cc1S(=O)(=O)N(CC)CC
22) OCCn1cnc2c(SCc3ccccc3)ncnc21
23) O=C(CCCCCNC(=O)c1ccccc1Br)N=Nc1c(O)[nH]c2ccccc12
24) Cc1cc(C)cc(OCCCC(=O)O)c1
compound no.	17	18	19	20	21	22	23	24
12-LOX inh	-4%	?	21%	2%	-1%	-3%	-15%	58%[activator]
ERG-DNA inh	-5%	nt	nt	-4%	-9%	0%	1%	-7%
RGS4 inh	-7%	-9%	-9%	-10%	-7%	28%	-2%	-4%
JMJD2A Tudor inh	6%	-1%	-10%	-4%	63%[activator]	-2%	-29%	-15%
TrxR1 inh	10%	-14%[11.4 µM]	14%	26%	8%[57.1 µM]	-35%[57.1 µM]	-12%	-6%
Pin1 inh	-6%	2%	1%	5%	19%	4%	-12%	1%
GLS inhibitor	-7%	-6%	-7%	-6%	-12%	1%	-2%	5%
HP1b binding inh	29%	13%	24%	44%[activator]	152%	7%[57 µM]	11%[57 µM]	20%
PGK inhibitor	-4%	-11%	i	i	-5%	6%	-3%	-10%

25) CCC(=O)N1CCc2cc(S(=O)(=O)NC(CC(C)C)C(=O)Nc3ccc(CC)cc3)ccc21 (centres undefined)
26) O=C(O)CCCC(=O)Nc1ccc(OCc2nc3ccccc3s2)cc1
27) COc1ccc(-n2c(COc3cccc(C)c3)nnc2SCC(=O)NCc2ccco2)cc1
28) CC(=O)N1CCN=C1SCc1ccc(C(F)(F)F)cc1
29) CN(C)c1nc(C(=O)Nc2ccccc2)nc(N(C)C)n1
30) CCOC(=O)C1CCCCN1C(=O)c1cc2ccc(OC)cc2c2cc(OC)c(OC)cc12 (centres undefined)
31) Cc1cccc2c(=O)c(Br)c(C)n(Cc3ccccc3)c12
32) C/C(=N/NC(=O)c1ccccn1)c1ccc(O)cc1
compound no.	25	26	27	28	29	30	31	32
12-LOX inh	-62%	?	-11%	24%	-24%	-1%	-1%	0%
ERG-DNA inh	-1%	-3%	12%	-19%	1%	0%	9%	10%
RGS4 inh	-3%	-50%	-24%	1%	-1%	13%	7%	-32%
JMJD2A Tudor inh	-1%	?	-27%	-10%	-17%	?	14%	?
TrxR1 inh	7%	-12%	-17%	21%	-8%	23%	15%[11.4 µM]	-1%
Pin1 inh	-3%	2%	?	-10%	0%	?	4%	4%
GLS inhibitor	-4%	2%	3%	7%	1%	12%	2%	26%
HP1b binding inh	41%[activator]	?	-7%	30%	36%	6%	49%[activator]	59%[activator]
PGK inhibitor	-8%	0%	7%	-10%	-3%	1%	i	-2%

33) COc1ccc(C2CC(=O)C(C3NCCc4ccccc43)=C(O)C2n2cncn2)cc1 (centres undefined)
34) CCCCN(C(=O)CNC(=O)c1ccco1)C(C(=O)NC1CCCCC1)c1ccc(OC)cc1OC (centres undefined)
35) Cc1cc(C)cc(OCC(=O)OCC(=O)Nc2cc(S(=O)(=O)N3CCOCC3)ccc2Cl)c1
36) c1ccc(C2Nc3ccccc3-c3nc4ccccc4n32)nc1 (centres undefined)
37) Cc1ncc([N+](=O)[O-])n1CC(=O)NC1CCCC1
38) CCn1nccc1C(=O)Nc1ccc(S(=O)(=O)NC23CC4CC(CC(C4)C2)C3)cc1
compound no.	33	34	35	36	37	38
12-LOX inh	-8%	0%[57.4 µM]	?	1%	8%	0%
ERG-DNA inh	0%	-8%	14%	-2%	nt	1%
RGS4 inh	17%	-19%	-29%	-20%	5%	13%
JMJD2A Tudor inh	-1%	-19%	-8%	-17%	-9%	-9%
TrxR1 inh	6%[57.1 µM]	-13%	12%	-10%	10%	13%
Pin1 inh	0%	-9%	17%	2%	7%	?
GLS inhibitor	5%	7%	10%	16%	3%	1%
HP1b binding inh	25%	44%[activator]	13%	41%	12%	-12%
PGK inhibitor	2%	-8%	-5%	7%	nt	-8%

# An excerpt; rates above refer to the full screens.
